Screening data as filed in PubChem.
LYPLA2 inh: counter-screen for PME1 inhibitors: inhibitors of human LYPLA2 | O95372 | recombinant LYPLA2, FP-Rh probe fluorescence polarization | inhibition, % at 5.9 µM | 0.38% of 320,000 active | AID 2177;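 active = inhibition above the screen-wide mean plus 3 SD, limit set per campaign, cut at about 26% in these data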;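 also: 0% = LYPLA2 with DMSO and 100% = wells lacking LYPLA2 enzyme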
PREPL inh: inhibits the human prolyl oligopeptidase-like enzyme | Q4J6C6 | recombinant PREPL, fluorescence polarization activity-based probe | inhibition, % at 5.96 µM | 0.68% of 320,000 active | AID 2751; in the data active = inhibition above about 43%;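 also: 0% = enzyme with DMSO and 100% = wells lacking enzyme; many of its hits are not listed in these tables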
LYPLA1 inh: LYPLA1 (human) inhibition in PME1 counter-screen; 0.16% of 320,000 active; O75608; inhibition, % at 5.9 µM; recombinant LYPLA1, FP-Rh probe fluorescence polarization;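 active = inhibition above the mean of all tested compounds plus 3 SD, set per campaign, cut at about 14% in these data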;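 also: inhibitors block serine hydrolase probe labeling of LYPLA1 so polarization falls; 0% = enzyme with DMSO and 100% = wells lacking LYPLA1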
PAFAH1B2 inh: PAFAH1B2 (human) inhibition; 1.2% of 340,000 active; inhibition, % at 3.39 µM; recombinant PAFAH1B2, FP-rhodamine activity probe, fluorescence polarization; P68402; AID 492953;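 active = inhibition above the mean of all tested compounds plus 3 SD, cut at about 24% in these data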;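 also: 0% = enzyme with DMSO and 100% = wells lacking PAFAH1B2; many of its hits are not listed in these tables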
PAD4 FP inh: blocks human protein arginine deiminase 4. inhibition, % at 6.36 µM. 0.41% of 330,000 active. recombinant PAD4, RCA probe fluorescence polarization. Q9UM07;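 active = percent inhibition above a cutoff equal to the mean of all tested compounds plus 3 SD, cut at about 15% in these data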;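 also: 0% = PAD4 with RCA probe and DMSO and 100% = probe without PAD4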
Target sequence (Q9UM07 whole entry, looked up): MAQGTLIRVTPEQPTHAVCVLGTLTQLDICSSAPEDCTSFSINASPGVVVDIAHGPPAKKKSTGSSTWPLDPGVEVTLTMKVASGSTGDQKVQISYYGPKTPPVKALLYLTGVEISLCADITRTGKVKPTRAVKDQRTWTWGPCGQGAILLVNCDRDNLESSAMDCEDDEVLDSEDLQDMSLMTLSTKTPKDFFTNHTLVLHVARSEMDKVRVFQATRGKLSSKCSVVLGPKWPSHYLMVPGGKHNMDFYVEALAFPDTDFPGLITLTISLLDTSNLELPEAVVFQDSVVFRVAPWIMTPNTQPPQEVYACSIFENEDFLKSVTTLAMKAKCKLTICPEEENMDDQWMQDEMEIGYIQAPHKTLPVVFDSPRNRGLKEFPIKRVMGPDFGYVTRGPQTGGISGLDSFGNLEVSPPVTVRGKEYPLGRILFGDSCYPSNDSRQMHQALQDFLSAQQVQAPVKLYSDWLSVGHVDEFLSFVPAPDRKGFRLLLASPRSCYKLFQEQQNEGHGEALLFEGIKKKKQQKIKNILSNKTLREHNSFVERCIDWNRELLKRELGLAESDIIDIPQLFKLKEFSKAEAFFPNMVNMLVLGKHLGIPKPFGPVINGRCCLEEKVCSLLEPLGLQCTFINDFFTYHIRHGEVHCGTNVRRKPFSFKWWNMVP
GSTO1 inh: blocks human GSTO1 in RBBP9 counter-screen. AID 1974. inhibition, % at 5.96 µM. recombinant GSTO1, activity-based probe fluorescence polarization. P78417. 1.1% of 300,000 active;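 active = inhibition above the campaign mean inhibition plus 3 SD, cut at about 35% in these data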;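 also: 0% = GSTO1-1 with DMSO and 100% = wells lacking GSTO1-1 enzyme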
PAFAH2 inh: inhibitors of human PAFAH2. AID 492956. inhibition, % at 3.39 µM. Q99487. 0.99% of 340,000 active. recombinant PAFAH2, FP-rhodamine activity probe, fluorescence polarization;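 active = inhibition above the mean over all tested compounds plus 3 SD, cut at about 30% in these data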;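 also: inhibitors block probe labeling of enzyme so polarization drops; 0% = enzyme with DMSO and 100% = wells lacking PAFAH2 protein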
pPAFAH FP inh: inhibitors of human plasma PAF acetylhydrolase (pPAFAH). Q13093. recombinant pPAFAH, FP-rhodamine probe fluorescence polarization. inhibition, % at 3.39 µM. 1.5% of 330,000 active. AID 463082;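 active = inhibition above the mean inhibition across the screen plus 3 SD, cut at about 25% in these data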;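 also: inhibitors block binding of the rhodamine activity-based probe so polarization drops; 0% = enzyme with DMSO and 100% = wells lacking pPAFAH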
PAFAH1B3 inh: inhibitors of human PAFAH1B3; Q15102; recombinant PAFAH1B3, FP-rhodamine probe, fluorescence polarization; inhibition, % at 3.39 µM; 0.28% of 340,000 active; AID 492972;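 active = inhibition above the screen-wide average of all tested compounds plus 3 SD, cut at about 25% in these data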;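 also: 0% = enzyme with DMSO only and 100% = wells lacking PAFAH1B3 protein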
Target sequence (Q15102 whole entry, looked up): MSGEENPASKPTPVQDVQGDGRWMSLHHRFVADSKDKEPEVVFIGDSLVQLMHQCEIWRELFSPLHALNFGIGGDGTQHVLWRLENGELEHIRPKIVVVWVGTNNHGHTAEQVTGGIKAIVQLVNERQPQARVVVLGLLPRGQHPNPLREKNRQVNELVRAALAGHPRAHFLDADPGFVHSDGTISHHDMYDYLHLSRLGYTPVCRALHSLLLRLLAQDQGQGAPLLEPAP
* = called active by the depositor; x = no result given. Not all compounds are listed (hit frequency here may not be typical).

cpd	compound	LYPLA2 inh	PREPL inh	LYPLA1 inh	PAFAH1B2 inh	PAD4 FP inh	GSTO1 inh	PAFAH2 inh	pPAFAH FP inh	PAFAH1B3 inh
1	COC(=O)CC(=O)c1ccc2c(c1)OCO2	0	3	2	7	-3	1	2	2	0
2	CC(C)C1(C)N=C(c2ncccc2C(=O)O)NC1=O (centres undefined)	2	-2	-1	8	0	4	1	-1	9
3	Nc1ccccc1Cl	0	-6	-1	-2	-2	x	5	-2	5
4	COC(=O)C1=C(c2cccc(C#N)c2)C[C@@H]2CC[C@H]1N2C(=O)NCc1cccc2ccccc12	-4	-59	0	2	1	x	2	-3	4
5	CC(=O)N1CC(=O)Nc2ccc(Br)cc2C1c1ccc(F)cc1 (centres undefined)	-4	23	1	6	-2	5	6	-6	-1
6	CN1CCN(c2ccccc2N)CC1	-3	9	-2	4	-3	4	0	4	-6
7	COC(=O)C1=C(c2ccc(F)cc2F)C[C@@H]2CC[C@H]1N2C(=O)N1CCC(O)CC1	-2	10	1	7	-7	x	6	-4	9
8	CCOC(C(=O)OCCCN(CC)CC)(c1ccccc1)c1ccccc1	-2	17	-2	-1	-4	2	-7	1	-1
9	CN(c1ccc(OCC(=O)N2CCN(C/C=C/c3ccccc3)CC2)cc1)S(=O)(=O)c1cccs1	-1	17	-1	2	-2	-7	6	8	3
10	Cc1cc(C)n(-c2ccc(NN=C(C#N)C#N)cc2)n1	2	23	-1	1	3	3	7	28*	4
11	C[C@]12CCC3[C@@H](CC[C@@H]4C[C@H](O)CC[C@]34C)[C@@H]1CCC2=O (some centres undefined)	5	-1	3	1	5	8	1	1	-2
12	O=C1NC(=O)N(c2ccccc2)C(=O)/C1=C/c1ccc([N+](=O)[O-])s1	-7	12	-4	23	-13	39*	38*	58*	26*
13	CCCCn1c(O)c(C=NCCN2CCCCC2)c(=O)[nH]c1=O	-3	0	0	0	-3	4	2	3	9
14	CN1CCN(C(=O)COc2ccc3ccccc3c2)CC1	2	6	4	5	0	5	1	0	-3
15	COC(=O)N(c1ccccc1)P1(=S)OCCO1	6	-8	1	-3	-1	1	-17	4	8
16	CCOC(=O)C1(CCc2ccccc2)CCN(Cc2ccc(NC(C)=O)cc2)CC1	6	-80	0	8	-2	1	-3	3	-1
17	O=P(O)(O)Cc1c(Cl)cccc1Cl	-3	-1	2	-2	-3	-4	1	0	1
18	Cc1c(Cl)cccc1N1C(=O)NC(=O)/C(=C\c2cc(C)n(-c3cccc(C(=O)O)c3C)c2C)C1=O	-4	3	-1	-5	0	11	22	6	1
19	N#CCCn1cc(C(=O)Nc2ccccc2Br)c(-c2ccc([N+](=O)[O-])cc2)n1	0	18	-1	3	1	0	-2	9	6
20	C[C@]12CCC3C(C(=O)C[C@H]4C[C@@H](O)CC[C@]34C)C1CCC2=O (some centres undefined)	x	9	x	1	-6	x	-5	0	6
21	COc1ccc(CNCCc2ccc3c(c2)OCO3)cc1Br	5	-28	0	4	1	0	-6	-3	4
22	Cc1cc(C)cc(-n2c(C)cc(/C=C3\C(=O)NC(=O)N(C)C3=O)c2C)c1	4	7	-2	-1	-4	8	1	3	1
23	COC(=O)C1=C(c2ccc(OC(F)(F)F)cc2)C[C@@H]2CC[C@H]1N2C(=O)NCCOc1ccccc1	-5	-4	-2	5	8	x	5	7	7
24	COc1ccc(NC(c2ccccc2)P(=O)(Oc2ccccc2)Oc2ccccc2)cc1 (centres undefined)	-3	2	2	3	1	0	-2	-4	7
25	CN1CCN(c2cn[nH]c(=O)c2Cl)CC1	8	17	2	3	2	9	10	-1	8
26	CCCCN1C(=O)/C(=C/c2ccc(N(C)C)cc2)C(=O)N(Cc2ccco2)C1=O	-20	-12	-14	-13	-40	-3	-24	36*	-32
27	O=C(Cc1cccs1)N1CCC2(CC1)OCCO2	5	3	4	3	-4	-2	0	-3	-6
28	CCN1C[C@]2(C)CC[C@H](O)[C@]34C1[C@H](C[C@H]23)[C@@]1(O)C[C@H](OC)[C@H]2C[C@@H]4[C@@H]1C2O (some centres undefined)	-4	8	-3	2	2	3	-7	-10	2
29	O=C1NC(=S)NC(=O)C1=Cc1ccc2c(c1)CCN2CCCCl	-5	19	-5	x	2	51*	x	29*	x
30	O=P(c1ccccc1)(c1nc2ccccc2s1)N1CCOCC1 (centres undefined)	4	4	2	0	-1	11	-4	2	1
31	CCN(CC)C(=O)c1ccc(NC(=O)c2ccc(-n3cncn3)c([N+](=O)[O-])c2)cc1	-15	3	-2	-1	-5	7	1	-8	-3
32	CC(=NCc1ccco1)c1c(O)n(C)c(=O)n(C)c1=O	4	1	3	4	-4	3	3	7	11
33	O=C(Cn1cc(C(=O)c2ccccc2)c2ccccc21)NCc1ccco1	0	-8	5	2	-1	-4	1	3	4
34	Cc1cc(/C=C2\C(=O)NC(=O)N(c3ccc(F)cc3)C2=O)c(C)n1-c1cccc(C(=O)O)c1	0	-10	-1	x	-5	7	x	7	x
35	CCOC(=O)C1=Nc2ccccc2/C1=C\c1c(O)n(C)c(=O)n(C)c1=O	-1	1	1	8	-2	-6	4	8	-2
36	Cc1ccsc1C(=O)C1CCCN(Cc2cccc(OCCO)c2)C1 (centres undefined)	-5	7	-2	2	-1	0	3	-2	9
37	Cc1cccc(N2C(=O)/C(=C/c3ccc(N4CCN(C)CC4)o3)C(=O)NC2=S)c1C	-17	-11	-11	-17	-4	-7	-17	8	-23
38	CN1CCC2(CC1)N=C(c1ccc(F)cc1)C(=S)N2	-1	16	1	-1	1	8	-5	-3	4
39	CCN1CCN(C(=O)Cc2coc3cc(C)cc(C)c23)CC1	3	9	-1	1	2	-2	-8	5	-11
40	COP(=O)(OC)C1(O)C(=O)Nc2ccc(Br)cc21 (centres undefined)	2	-4	-11	-2	-6	9	1	8	-4
41	O=C(Nc1ccc(Br)cc1)c1nn(C23CC4CC(CC(C4)C2)C3)cc1Br	0	-7	3	2	-3	-4	5	8	1
42	COc1ccc(-n2c(O)c(/C=C3\C=Nc4ccc(Br)cc43)c(=O)[nH]c2=O)c(OC)c1	-2	-1	-6	-1	-4	-3	21	16	5
43	Clc1ccccc1Nc1ncnc(-n2cccc2)n1	5	-39	0	2	-1	-4	6	5	0
44	COc1ccc(C2CN(C)CC2C(=O)c2ccc(C)cc2)cc1Cl (centres undefined)	5	-55	1	1	-6	4	1	1	8
45	Cc1ccc(N2C(=O)CC(=O)NC2=O)cc1Cl	-5	5	-1	9	-17	15	6	-4	6
46	CCOC(=O)c1ccc(NC(=O)c2c(O)[nH]c(=O)[nH]c2=O)cc1	-4	18	-1	2	-3	-1	-4	-2	5
47	COc1ccc2[nH]c(C)c(CCNCc3cc(OC)c4c(c3)OCO4)c2c1	-3	74*	-1	-2	-1	x	5	4	-5
48	CCC1(c2ccccc2)C(=O)N(COC)C(=O)N(COC)C1=O	-5	-14	-2	5	0	0	-1	3	8
49	CCc1cc2c(s1)N(CC(=O)OC)C(=O)CN=C2c1ccccc1OC	-7	-4	-7	7	-3	-6	4	-3	9
50	CC(C)Oc1ccc(Cc2c(O)[nH]c(=O)[nH]c2=O)cc1	-3	3	-3	x	-2	40*	x	3	x
51	O=C(c1ccc(-c2ccccc2)c(F)c1)C1CCCN(CCO)C1 (centres undefined)	2	-42	0	6	-1	5	3	3	2
52	C/C1=C\[C@@H](C)C/C=C/[C@H]2[C@@H]3O[C@]3(C)[C@@H](C)[C@H]3[C@H](Cc4c[nH]c5ccccc45)NC(=O)[C@]32C(=O)/C=C/C(=O)[C@@H]1O	-4	12	-4	4	-1	-1	5	14	-4
53	O=[N+]([O-])c1cnc2ccc3ccccc3c2c1	0	24	1	7	-2	8	2	12	9
54	Cc1ccc(/C=C2/Sc3ccc(C(=O)N4CCC5(CC4)OCCO5)cc3NC2=O)cc1	6	14	4	4	-1	-203	-2	16	0
55	O=C1Nc2ccccc2C(c2ccccc2)=NC1O (centres undefined)	-5	-3	2	8	0	-2	-13	1	9
56	CCCCCCN=C(CC)c1c(O)n(CCCC)c(=O)[nH]c1=O	2	21	-2	5	1	-1	2	4	9
57	CC[C@@H](CO)C1CC2NC3CC4(c5ccccc5N(C)[C@@H]24)C(O)C31 (some centres undefined)	9	31	0	5	-2	1	0	4	0
58	CN1CCN(c2ccc([N+](=O)[O-])c3no[n+]([O-])c23)CC1	-29	-12	-16	-12	-10	47*	-20	1	-14
59	COc1ccc(C(=O)C2CCCN(Cc3ccon3)C2)cc1OC (centres undefined)	4	1	-3	1	-2	3	6	6	5
60	O=c1[nH]c(CN2CC=C(c3ccccc3)CC2)nc2scc(-c3ccccc3)c12	-16	-17	-7	-1	-11	-3	-5	0	-3

Next section
cpd	compound	LYPLA2 inh	PREPL inh	LYPLA1 inh	PAFAH1B2 inh	PAD4 FP inh	GSTO1 inh	PAFAH2 inh	pPAFAH FP inh	PAFAH1B3 inh
61	Cc1cc(C=O)c(C)n1C1CCCCC1	-8	1	0	1	-1	9	1	1	2
62	c1ccc2c(c1)Nc1ccccc1S2	5	10	1	4	-1	2	2	19	15
63	CC1CCCN(C(=O)c2ccc(N3CC4CC(C3)c3cccc(=O)n3C4)c([N+](=O)[O-])c2)C1 (centres undefined)	9	-1	3	3	-3	-1	-3	2	9
64	CC(=O)O[C@H]1CC[C@@]2(C)[C@H](C1)C(=O)C[C@H]1[C@@H]3CC[C@@H]4[C@@H](CN5C[C@@H](C)CC[C@H]5[C@@]4(C)O)[C@@H]3C[C@@H]12	2	11	3	-2	-4	1	-2	4	0
65	OC(CNC1CCCCC1)c1ccccc1 (centres undefined)	-2	-1	0	3	0	7	-2	0	-5
66	CSc1ncc(CN2CCCC(C(=O)c3sccc3C)C2)cn1 (centres undefined)	-2	-14	2	1	-1	5	-2	2	2
67	O=C(c1ccccc1)c1cn(CC(=O)N2CCCc3ccccc32)c2ccccc12	-2	-2	-1	-4	3	-1	6	1	4
